Hsp70 inhibitors: Hsp70 inhibitors, probe displacement, primary screen, biochemical, fluorescence polarization (AID 583) | Hsp70 fluorescence polarization probe displacement, mP; higher % means a stronger effect | 140,000 tested, 0.06% active | one-dose displacement, % at 20 µM; IC50 in µM for titrated hits; in the data active = displacement above about 50%;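 also: plate controls were vehicle for no effect and reference ligand for full effect; a part of the inactive calls stands beside numbers as strong as those of hits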
Rat MKP-3 inhibitors: inhibition of rat DUSP6 enzyme activity – biochemical, in vitro, primary screen (AID 425) | recombinant MKP-3 phosphatase activity, fluorescence; higher % means a stronger effect | inhibition, % at 20 µM, or IC50 in µM where a hit was titrated | 110,000 tested, 0.17% active; in the data active = inhibition above about 50%;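 also: plate controls were vehicle for no effect and reference inhibitor for full effect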
An asterisk follows results filed as active; x = not tested or not shown; & = joins results of further samples. Only part of the results is shown. The share of hits here may be higher or lower than overall.

Hsp70 inhibitors	Rat MKP-3 inhibitors	compound
-10%	2%	COc1ccc(N(CC(=O)O)S(=O)(=O)c2ccccc2)cc1
-1.0%	x	O=C(c1ccc(COc2c(F)c(F)cc(F)c2F)o1)N1CCN(c2ccccc2)CC1
5.6%	-2%	CN(C)CCCN1C(=O)C(=O)/C(=C(/O)c2ccc3c(c2)OCCO3)C1c1ccco1 (stereo not drawn)
-1.6%	x	COc1ccc(Nc2ncc(C(=O)N3CCC(C(N)=O)CC3)c3ccccc23)cc1
-0.5%&6.4%	-6%&3%	NC(=O)c1ccccc1NS(=O)(=O)Cc1ccccc1
4.7%	-14%	CS(=O)(=O)Nc1ccccc1C(=O)N1CCOCC1
-1.0%	-5%	O=C(COC(=O)C12CC3CC(CC(O)(C3)C1)C2)NC(=O)NCc1ccco1
2.0%	1%	O=C(NCCc1ccccc1)c1cc2n(n1)C(C(F)(F)F)CC(c1cccs1)N2 (stereo not drawn)
1.3%	0%	O=C(N/N=C/c1c(F)cccc1Cl)c1ccc(O)cc1O
-6.4%	2%	Cn1ccnc1SCC(=O)Nc1cccc2ccccc12
-2.3%	3%	Cc1cccc(OCC(=O)NCc2cccnc2)c1
0.2%	-14%	O=C(NC1CCCC1)C1C2C=CC3(CN(Cc4cccs4)C(=O)C13)O2 (stereo not drawn)
0.9%	-7%	Nc1nc(-c2ccccc2Br)cs1
-0.9%	8%	CCOc1ccc(-c2cn3c4ccccc4n(CCN(CC)CC)c3n2)cc1
-2.7%	-5%	CCN1CCN(C(=O)Cn2c(=O)sc3ccccc32)CC1
2.3%&6.3%	-2%	COC(=O)C1=C(C(=O)OC)C2(OC1c1ccccc1C)C(=O)c1ccccc1C2=O (stereo not drawn)
4.5%	-1%	COc1cccc(/C=C2/SC(N)=NC2=O)c1O
-0.5%	3%	Cc1cccc(N2C(=O)NC(=O)/C(=C/c3cccn3-c3ccc([N+](=O)[O-])cc3)C2=O)c1
0.2%	4%	CCN1C(=O)c2cccc3c(NC(=O)c4ccc(Oc5ccccc5)cc4)ccc1c23
3.3%	8%	OC(COc1c(F)cc(Br)cc1F)CN1CCN(c2ccc(F)cc2)CC1 (stereo not drawn)
3.8%	-6%	COC(=O)CCc1c(C)[nH]c(C(=O)OCc2ccccc2)c1C
4.9%	1%	COc1ccc(NC(=O)C(=O)N/N=C/c2cc(OC)ccc2OC)cc1
-0.8%	3%	Cc1cc(OCC(=O)Nc2ccc(C(C)C)cc2)ccc1Cl
-0.5%	x	CCOC(=O)c1[nH]c2ccc(OC)cc2c1NC(=O)c1cccc(OC)c1
1.7%	-6%	O=C(CN1CCN(C2CCCCC2)CC1)Nc1ccccc1-c1ccccc1
-1.2%	-9%	c1csc(-c2cnc3ccccc3n2)c1
-4.0%	x	CCN(CC)S(=O)(=O)c1cc(NC(=O)COC(=O)CCc2nc3ccccc3s2)ccc1C
2.4%	-1%	O=[N+]([O-])c1ccc(OCCCCCN2CCOCC2)cc1
-1.1%	0%	O=C(N/N=C/c1ccc(Br)cc1)C12CC3CCC(CC(C3)C1)C2
5.7%	x	COc1ccc(OCCOCCN2CCOCC2)cc1
-2.1%	x	Nc1nonc1C(=O)NCCN=Cc1ccccc1O
-13%	4%	CCOC(=O)C1=C(C)N=c2s/c(=C\c3ccncc3)c(=O)n2C1c1ccc2c(c1)OCO2 (stereo not drawn)
0.4%	-16%	c1ccc(-c2n[nH]c3c2CCC3)cc1
2.2%	-2%	Cc1cc(C)c2c(n1)nn1c(N3CCN(c4ccccn4)CC3)cc(C)nc21
5.2%	13%	Nc1ccc2nn(-c3ccc([N+](=O)[O-])cc3)nc2c1
3.7%	x	CCOC(=O)C1CCN(C(=O)c2ccc3snnc3c2)CC1
x	2%	Cc1cc(Nc2nc3c(c(=O)n(C)c(=O)n3C)n2C)n(-c2ccccc2)n1
-2.8%	-5%	O=C(CN1CCOCC1)Nc1ccc(C2CCCCC2)cc1
0.7%	x	CC(C)Oc1ccc(C(CC(=O)NCc2ccco2)c2ccccc2)cc1 (stereo not drawn)
-2.7%	2%	CC(C)Cn1nc(-c2ccccc2)c2ccccc2c1=O
3.2%	x	Cc1ccc(C(=O)Nc2ncnc3sc4c(c23)CCCCC4)cc1
6.8%	3%	Cc1sc2nc(SC/C=C/c3ccccc3)n(-c3ccccc3)c(=O)c2c1C
-9.3%	x	O=C(NC(C(=O)N/N=C/c1c2ccccc2cc2ccccc12)c1n[nH]c(=O)c2ccccc12)c1ccccc1 (stereo not drawn)
-0.5%	-7%	Cc1cccc(C(=O)Nc2ccc(CC(=O)O)cc2)c1
-0.2%	0%	COc1cccc(N(CC(=O)Nc2ccc(Cl)cc2)S(=O)(=O)c2ccccc2)c1
-1.2%	-1%	COc1ccccc1-n1c(SCC(=O)c2ccccc2)nc2ccccc2c1=O
5.4%	6%	CCOC(=O)c1[nH]c(=O)[nH]c1CSc1nc(C)cc(C)n1
1.1%	x	O=c1oc2ccccc2c(Nc2ccc(O)cc2)c1[N+](=O)[O-]
-1.4%	-19%	CC(C)(C)n1nnnc1CN1C2CCC1CC(NC(=O)Nc1ccccc1)C2 (stereo not drawn)
5.8%	-2%	COc1ccc(OC)c(NS(=O)(=O)c2ccc(SC)cc2)c1

Next structures follow:
Hsp70 inhibitors	Rat MKP-3 inhibitors	compound
-6.3%	-1%	CCCOc1ccc(C(=O)NCCN2CCOCC2)c(O)c1
0.3%	-1%	CCc1ccc(C2C3=C(CC(C)(C)CC3=O)Nc3c2c(=O)[nH]c2nc(C)nn32)cc1 (stereo not drawn)
1.7%	-8%	CCc1c(C)c2ccc(OCC(N)=O)cc2oc1=O
-5.2%	6%	CC(C)(C)C1CCc2c(sc(NC(=O)/C=C/c3ccco3)c2C(N)=O)C1 (stereo not drawn)
x	1%	COc1ccc(-c2nc(CSCC(=O)N3CCN(c4cccc(C)c4)C(C)C3)c(C)o2)cc1OC (stereo not drawn)
3.5%	0%	COc1cc2c(cc1OC)C(C(=O)O)C(c1cc(Br)c(O)c(OC)c1)N(C)C2=O (stereo not drawn)
1.2%	-4%	CCCCc1ccc(Nc2nc(CCC)cc(=O)[nH]2)cc1
x	2%	O=C(NCc1ccccc1)C1CC(=O)N(c2ccc(F)cc2)C1 (stereo not drawn)
2.9%	0%	Cc1cc(Nc2cccc(C(=O)O)c2)n2ncnc2n1
1.5%	-10%	COC(=O)c1c(C)[nH]c(C)c1-c1ccccc1Cl
2.0%	3%	Cc1c(C(=O)Nc2ccccc2N2CCOCC2)sc2nc3n(c(=O)c12)CCC3
6.6%	1%	O=C1Nc2ccccc2/C1=c1/sc2n(c1=O)CCN=2
-0.2%	-8%	Cc1ccc(S(=O)(=O)N(CCO)Cc2cc3ccc(C)c(C)c3[nH]c2=O)cc1
-4.1%	-1%	Cc1ccc(NC(=O)CN(c2ccc(Cl)cc2)S(C)(=O)=O)cc1C
-0.2%	4%	COc1ccc(C(=O)N2CCN(C(=O)COc3ccccc3)CC2)cc1
2.4%	-6%	O=C(CN1CCN(Cc2ccc3c(c2)OCO3)CC1)Nc1ccc2c(c1)OCCO2
-2.2%	4%	CCN(CC)CCN1C(=O)C(=O)/C(=C(/O)c2c(C)[nH]c(C(=O)OC)c2C)C1c1cccc(OC)c1 (stereo not drawn)
-1.8%	x	Cc1cccc2cc(CN(Cc3nnnn3C3CCCCC3)C3CCCC3)c3nnnn3c12
-0.5%	7%	O=C1OC2(CCCCC2)OC(=O)C1=CNc1nccs1
-2.2%	0%	COc1ccc(Cl)cc1NC(=O)c1cccc(F)c1
9.4%	x	CCOc1ccc(NC(=O)c2ccc3nccnc3c2)cc1
-0.9%	-12%	CC(=O)NC(C)c1nc2ccccc2n1C(C)C (stereo not drawn)
-0.7%	4%	CN1CCN(C(=O)/C(=C/c2cccc([N+](=O)[O-])c2)NC(=O)c2cccs2)CC1
2.8%	4%	Cc1ccc(C(=O)Nn2c(O)c(C3=c4ccccc4=NC3=O)sc2=S)cc1
0.2%	3%	Cc1cc(C)cc(NC(=O)C(=O)NCc2ccncc2)c1
1.3%	-8%	COC(=O)c1ccccc1NC(NC(=O)c1ccco1)C(=O)c1ccc(C)cc1 (stereo not drawn)
1.0%	5%	Cc1ccc(C2CC(C(F)(F)F)n3nc(C(=O)N4CCN(c5ccc(F)cc5)CC4)c(Cl)c3N2)cc1 (stereo not drawn)
-2.2%	-3%	CCC(=O)c1ccc(OCC(O)Cn2cnc3ccccc32)cc1 (stereo not drawn)
5.7%	0%	CCOC(=O)C1=CN(c2ccc(C)c(C)c2)C=C(C(=O)OCC)C1c1ccc(OC)cc1
-0.5%	-12%	CC(=O)c1cccc(N(C(=O)c2ccco2)C(C(=O)NC2CCCC2)c2ccncc2)c1 (stereo not drawn)
-2.9%	-13%	CC(=O)NC1CCN(C(=O)N2CCCC2)CC1
6.6%	-4%	Cc1ccc(-c2nnc3n2N=C(c2ccc(Br)cc2)CS3)cc1
4.6%	x	COc1cccc(OCc2nnc(SCC(=O)NCc3ccco3)n2C)c1
-3.2%	6%	CCOC(=O)c1cccc(NC(=O)CSc2nnc(COc3ccc(Cl)cc3)o2)c1
0.4%	1%	O=C(NCN1CCc2ccccc2C1)c1ccccc1
0.1%	x	O=C(CCSc1ccc(Cl)cc1)N1CCOCC1
2.8%	x	COCCn1c(Cc2ccccc2)nnc1SCC(=O)N1CCCCC1C (stereo not drawn)
-3.2%	x	CCNC(=S)NNC(=O)c1cccnc1
-1.8%	3%	CCc1cccc(NC(=O)c2ccccc2Br)c1
-3.2%	x	CN1CCN(c2ncccc2S(=O)(=O)N2CCCCC2)CC1

Ordered by length of the SMILES (high to low): some entries from above.
Hsp70 inhibitors	Rat MKP-3 inhibitors	compound
1.0%	5%	Cc1ccc(C2CC(C(F)(F)F)n3nc(C(=O)N4CCN(c5ccc(F)cc5)CC4)c(Cl)c3N2)cc1 (stereo not drawn)
0.3%	-1%	CCc1ccc(C2C3=C(CC(C)(C)CC3=O)Nc3c2c(=O)[nH]c2nc(C)nn32)cc1 (stereo not drawn)
5.7%	0%	CCOC(=O)C1=CN(c2ccc(C)c(C)c2)C=C(C(=O)OCC)C1c1ccc(OC)cc1
-4.0%	x	CCN(CC)S(=O)(=O)c1cc(NC(=O)COC(=O)CCc2nc3ccccc3s2)ccc1C
3.5%	0%	COc1cc2c(cc1OC)C(C(=O)O)C(c1cc(Br)c(O)c(OC)c1)N(C)C2=O (stereo not drawn)
-1.6%	x	COc1ccc(Nc2ncc(C(=O)N3CCC(C(N)=O)CC3)c3ccccc23)cc1
2.4%	-6%	O=C(CN1CCN(Cc2ccc3c(c2)OCO3)CC1)Nc1ccc2c(c1)OCCO2
6.8%	3%	Cc1sc2nc(SC/C=C/c3ccccc3)n(-c3ccccc3)c(=O)c2c1C
-1.1%	0%	O=C(N/N=C/c1ccc(Br)cc1)C12CC3CCC(CC(C3)C1)C2
4.9%	1%	COc1ccc(NC(=O)C(=O)N/N=C/c2cc(OC)ccc2OC)cc1
0.7%	x	CC(C)Oc1ccc(C(CC(=O)NCc2ccco2)c2ccccc2)cc1 (stereo not drawn)
3.8%	-6%	COC(=O)CCc1c(C)[nH]c(C(=O)OCc2ccccc2)c1C
3.2%	x	Cc1ccc(C(=O)Nc2ncnc3sc4c(c23)CCCCC4)cc1
-0.8%	3%	Cc1cc(OCC(=O)Nc2ccc(C(C)C)cc2)ccc1Cl
6.6%	1%	O=C1Nc2ccccc2/C1=c1/sc2n(c1=O)CCN=2
-0.5%	-7%	Cc1cccc(C(=O)Nc2ccc(CC(=O)O)cc2)c1
9.4%	x	CCOc1ccc(NC(=O)c2ccc3nccnc3c2)cc1
4.5%	-1%	COc1cccc(/C=C2/SC(N)=NC2=O)c1O
0.4%	1%	O=C(NCN1CCc2ccccc2C1)c1ccccc1
0.4%	-16%	c1ccc(-c2n[nH]c3c2CCC3)cc1
-3.2%	x	CCNC(=S)NNC(=O)c1cccnc1

Next part
Hsp70 inhibitors	Rat MKP-3 inhibitors	compound
7.8%	10%	Cc1ccc2nc(NC3=NCN(Cc4cccnc4)CN3)nc(C)c2c1
3.9%	x	Cc1cc(-c2ccccc2)nc2[nH]n(-c3ccccc3)c(=O)c12
-2.1%	x	COc1ccc(OC)c(NC(=O)c2cnn(-c3ccccc3Cl)c2NC(=O)c2ccco2)c1
-4.9%	-4%	CCN(CCCNC(=O)CCNC(=O)Cn1ccc2ccccc2c1=O)c1ccccc1
5.3%	x	Cc1sc(NC(=O)c2ccc(Br)s2)c(C(N)=O)c1C
5.9%	-5%	CCOC(=O)c1ccc(Nc2cc(C)nc3ncnn23)cc1
-0.9%	-9%	CC(=O)Nc1ccc(NS(=O)(=O)C(F)(F)F)cc1
15%	x	COc1cc2c(cc1OC)C(c1ccc(-c3ccccc3Cl)o1)=NCC2
1.6%	x	COc1ccc(C2CC2/C(C)=N/OC(=O)c2cccs2)cc1 (stereo not drawn)
-0.9%	1%	COc1ccc(CC(=O)NCC2(c3ccccc3)CCCC2)cc1
-4.4%	1%	CC(=O)Nc1ccc(NC(=S)Nc2ccc(F)cc2)cc1
-3.1%	-2%	CCN(CC)CCCN1C(=O)C(O)=C(C(=O)c2sc(C)nc2C)C1c1ccc(C)o1 (stereo not drawn)
3.8%	4%	O=C(CN(Cc1ccccc1)S(=O)(=O)c1ccc(Br)cc1)N/N=C/c1c(O)ccc2ccccc12
2.3%	2%	CCOC(=O)c1c(NC(=O)COc2ccccc2C)sc(C(=O)N2CCCCC2)c1C
-0.1%	-14%	COc1ccc(Cl)cc1NC(=O)c1cnc2sccn2c1=O
-3.5%	x	Cc1ccc(-c2nnn(CC(=O)NCCC3=CCCCC3)n2)cc1
-3.4%	3%	CC(C)c1ccccc1NC(=O)C(c1ccccc1)c1ccccc1
3.9%	x	CC1(C)Cc2c(c(N3CCCC3)[nH]c(=S)c2C#N)CO1
x	-8%	CCOn1c(=O)c(-c2cc3ccccc3o2)[n+]([O-])c2ccccc21
-0.8%	-1%	COc1ccc(Br)cc1C1SCCN1S(C)(=O)=O (stereo not drawn)

Source: PubChem BioAssay
